# ER stress rescue – rescue of cells from ER stress-induced death, primary screen, 384-well, CSM14.1, thapsigargin, ATP luminescence (AID 1222). 190,000 tested, under 10 active. CSM14.1 thapsigargin-induced death rescue, ATP luminescence; higher % means a stronger effect. cellular ATP content (survival), % at 20 µM, or EC50 in µM where a hit was titrated;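 active = EC50 below 50 µM in the dose-response confirmation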;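 also: death triggered by thapsigargin at about 15 µM added after 2 h compound pretreatment; cell ATP read after overnight thapsigargin exposure of roughly 18 to 22 hours; normalized against plate controls of thapsigargin alone and 5% DMSO vehicle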
# SIAH1 antagonists – Siah-1 peptide-binding antagonists, primary screen, biochemical, fluorescence polarization, rhodamine-plectin, uHTS (AID 1817); E3 ubiquitin-protein ligase SIAH1 (Homo sapiens); one-dose displacement, % at 20 µM; IC50 in µM for titrated hits; 290,000 compounds, 0.02% hits; Siah-1 / rhodamine-plectin peptide fluorescence polarization; higher % means a stronger effect;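 active = displacement of at least 50% at 20 µM, with a fluorescence ratio check between 0.3 and a set limit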;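 also: plate controls were Siah plus tracer with DMSO for no effect and tracer alone without Siah for full effect; strong numbers were not always called active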
# P. falciparum M17LAP – P. falciparum M17LAP inhibitors, primary screen, biochemical, fluorogenic H-Leu-NHMec substrate, 1536-well (AID 1619). 220,000 compounds, 0.38% hits. recombinant M17LAP, H-Leu-NHMec fluorogenic kinetic assay; higher % means a stronger effect. Leucine aminopeptidase (Plasmodium falciparum (isolate 3D7)). inhibition, % at 30 µM, or IC50 in µM where a hit was titrated;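 active = compound inhibiting the enzyme by more than half at any dose during confirmatory dose-response retesting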;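 also: plate controls were full reaction with DMSO carrier for no effect and no enzyme background for full effect; strong numbers were not always called active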
# P. falciparum M1AAP – P. falciparum M1AAP inhibitors, biochemical, fluorogenic H-Leu-NHMec substrate, 1536-well (AID 1445) | inhibition, % at 30 µM; hits with a dose series show IC50 in µM | 220,000 compounds, 0.42% hits | recombinant M1AAP, H-Leu-NHMec fluorogenic kinetic assay; higher % means a stronger effect;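 active = primary inhibition above the hit cutoff, then over 50% inhibition at one or more dose response concentrations, cut at about 23% in these data, passing the limit was not always enough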;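 also: plate controls were DMSO full reaction for no effect and no enzyme background for full effect; strong numbers were not always called active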
# Lipid droplet – inhibitors of hepatocyte lipid droplet formation, primary screen, imaging, high-throughput imaging, BODIPY stain. inhibition, % at 6.5 µM. AML12 mouse hepatocytes, oleate lipid droplets. 240,000 compounds, 0.4% hits;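 active = lipid droplet intensity inhibited by at least 50%, with more than 500 cells counted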
#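 Assay system: AML12 mouse liver cells | Compound: 6.5 µM single-point dosing | Schedule: Overnight exposure | Technique: Fluorescence imaging, 20x objective, two fields per well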
# NOD2 inhibition – NOD2 signaling inhibitors, cell-based, luminescence, uHTS, HEK293 (AID 1566); HEK293 NOD2/NF-kB luciferase reporter, luminescence; higher % means a stronger effect; 290,000 compounds, 0.63% hits; inhibition, % at 4 µM; hits with a dose series show EC50 in µM; also: many of its hits are not listed in these tables
# LYP inhibition – inhibitors of LYP phosphatase, biochemical, fluorescence intensity, uHTS (AID 1779); recombinant LYP phosphatase, fluorescence intensity; higher % means a stronger effect; one-dose inhibition, % at 11.5 µM; IC50 in µM for titrated hits; Tyrosine-protein phosphatase non-receptor type 22 (Homo sapiens); 290,000 compounds, 0.054% hits;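 also: plate controls were vehicle with enzyme for no effect and no enzyme for full effect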
# AID2073 – inhibitors of Mint1-CaV2.2 protein interaction, biochemical, HTRF (AID 2073); HTRF protein-protein interaction, Mint1-CaV2.2; higher % means a stronger effect; 290,000 compounds, 0.19% hits; Voltage-dependent N-type calcium channel subunit alpha-1B (Homo sapiens); one-dose inhibition, % at 20 µM; IC50 in µM for titrated hits; in the data active = inhibition mostly above about 51%, no sharp cut-off; also: some results filed as inactive read as strong as hits
# XIAP displacement – XIAP antagonists, biochemical, IAP family, fluorescence polarization (AID 1018); E3 ubiquitin-protein ligase XIAP (Homo sapiens); XIAP BIR domain, fluorescence polarization peptide displacement; higher % means a stronger effect; one-dose displacement, % at 20 µM; IC50 in µM for titrated hits; 200,000 compounds, 0.007% hits; in the data active = displacement above about 50%; also: a part of the inactive calls stands beside numbers as strong as those of hits
# Lipid droplet cells 6.5 µM – further read-out of Lipid droplet, marked with its call; cell count; measured here: cell count, cytotoxicity flag;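 cells counted across two imaged fields per well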
# An asterisk follows results filed as active; / = no result given. Rule as the data show it, unless noted: active = inhibition above about 50%; inactive = the rest. These rows are one share of the data; count on the stated rates, not on these rows.
SMILES,ER stress rescue,SIAH1 antagonists,P. falciparum M17LAP,P. falciparum M1AAP,Lipid droplet,Lipid droplet cells 6.5 µM,NOD2 inhibition,LYP inhibition,AID2073,XIAP displacement
CCOc1ccc2oc(C(=O)NNC(=O)c3csc(N4CCOCC4)n3)c(C)c2c1,/,8%,/,/,0,784,5%,-2%,24%,/
CCC/C(=N\NC(=O)c1ccccc1C)c1ccccc1,-0.2%,8%,-9%,-3%,-2,736,12%,-9%,-1%,-1.9%
c1ccc(N2CCOCC2)c(Nc2nc3ccccc3n3cnnc23)c1,-3.1%,-4%,-5%,8%,/,/,13%,-6%,7%,-6.3%
CCNc1nc(SC(C)C(=O)Nc2ccccc2)nc(N(C)C)n1 (stereo not drawn),-0.4%,2%,-10%,0%,32,705,8%,-2%,-6%,-0.6%
O=[N+]([O-])c1cc(C(F)(F)F)ccc1N1CCN(CCO)CC1,-0.4%,6%,-4%,1%,0,704,27%,0%,3%,-1.9%
Cc1nc2scc(C)n2c(=O)c1S(=O)(=O)Nc1ccc(F)cc1,/,4%,/,/,-10,836,11%,-2%,2%,/
O=C(Cc1nnc(NC(=O)c2ccccc2)s1)N/N=C\c1ccc(O)c(O)c1,/,38%,/,/,11,751,-4%,-8%,17%,/
CC12CC3(C)CC(C)(C1)CC(NC(=O)N1CCCC1)(C2)C3,0.8%,3%,2%,10%,-1,791,8%,-6%,17%,-5.1%
CC(C)(C)C(=O)Nc1ccc(-c2cc3cc(Cl)ccc3o2)cc1,/,3%,-8%,3%,8,681,11%,-3%,11%,/
Cc1c(Br)c([N+](=O)[O-])nn1CC(=O)Nc1sc2c(c1C(=O)OC(C)C)CCC(C)C2 (stereo not drawn),5.1%,-1%,-1%,-3%,11,667,12%,-7%,-2%,-1.7%
CC(C)c1ccc(/C=C2\SC(=O)N(CC(=O)NCCCn3ccnc3)C2=O)cc1,/,6%,/,/,5,745,-36%,-8%,26%,/
CC(C)C[C@H](NC(=O)N1CC(=O)Nc2ccccc21)C(=O)N[C@@H](C(=O)O)c1ccccc1,/,3%,/,/,6,768,8%,-10%,8%,/
CCOc1ccccc1N(CC(=O)NCCSc1ccccc1)S(C)(=O)=O,1.6%,9%,3%,3%,-10,623,9%,-5%,-4%,16%
COc1cccc(CN(C(=O)c2cccc(OC)c2)C2CCS(=O)(=O)C2)c1 (stereo not drawn),/,7%,/,/,0,672,12%,-12%,-6%,/
Cc1cc(C)n(-c2nc(SCC(=O)N3CCCC3)c3c4c(sc3n2)CCCC4)n1,-1.7%,-3%,6%,1%,10,661,-5%,12%,4%,-7.1%
COc1cccc(C(=O)OCCN(C)C(C)(C)C)c1,-1.2%,6%,1%,1%,/,/,-2%,-1%,-4%,-5.1%
COc1ccc(OCC(=O)Nc2ccc(S(=O)(=O)N3CCCC3)cc2)cc1,/,3%,/,/,13,840,4%,-6%,4%,/
COc1ccccc1OCc1nc2ccccc2n1C,/,-4%,/,/,-3,851,-14%,-4%,8%,/
Cn1c(SCC(=O)c2ccc(F)cc2)nnc1-c1cnccn1,-0.7%,-6%,-16%,-3%,/,/,-23%,-7%,-8%,-6.1%
COc1cccc(-c2cn(C[C@H]3CC[C@@H]([C@@H]4CC[C@H](Cn5cc(-c6cccc(OC)c6)nn5)O4)O3)nn2)c1,/,0%,/,/,/,/,-14%,-12%,-7%,/
CCOC(=O)C1CCN(C(=O)Nc2c(-c3ccccc3)noc2C)CC1,/,2%,-8%,7%,17,691,-18%,-4%,-9%,/
O=C(Cn1cc(C(F)(F)F)ccc1=O)Nc1ccccc1,/,3%,-11%,4%,-3,607,-2%,-5%,2%,/
O=[N+]([O-])c1cc(Cl)ccc1N1CCN(c2cccc(C(F)(F)F)c2)CC1,0.4%,1%,-2%,3%,64*,645*,11%,4%,-4%,-1.2%
CC(Oc1ccccc1)C(=O)Nc1ccc(NC(=O)c2ccccc2)cc1 (stereo not drawn),/,5%,/,/,10,848,2%,-11%,33%,/
CCOC(=O)c1c(C)n(-c2ccc(C)cc2)c2ccc(OCC(O)CNCC3CCCO3)cc12 (stereo not drawn),-0.7%,2%,13%,1%,0,690,19%,-5%,4%,-4.9%
COc1ccc(NC(=O)COC(=O)CCCC2=NS(=O)(=O)c3ccccc3N2)cc1Cl,/,6%,/,/,7,752,14%,-6%,7%,/
COc1ccccc1N1CCN(C(=O)NC23CC4CC(CC(C4)C2)C3)CC1,-0.7%,6%,2%,0%,6,741,-1%,-4%,-1%,-2.3%
c1ccc(Cc2nn3c(Cn4cnc5ccccc54)nnc3s2)cc1,-0.3%,-3%,-5%,1%,-1,740,8%,-3%,-28%,-4.8%
COC(=O)CSc1nnc(CSc2nc(C)cc(C)n2)n1Cc1ccco1,-2.0%,-4%,2%,-3%,-2,691,-14%,-2%,-21%,-9.2%
N#Cc1nc(COc2ccc(Br)cc2)oc1NCCN1CCOCC1,-1.0%,-1%,15%,8%,/,/,22%,-6%,-10%,-4.5%
COc1cc(C)ccc1NC(=O)c1ccc(S(=O)(=O)N2CCOCC2)cc1,-1.3%,7%,-1%,3%,/,/,3%,-3%,5%,-8.6%
Cc1ccc(-c2nc(NCc3cccnc3)c3ccccc3n2)cc1,-0.5%,7%,23%,1%,-8,624,-40%,-2%,-7%,-5.8%
CCC(=O)Nc1ccc(-c2ccc(N3CCN(C)CC3)nn2)cc1,/,-3%,/,/,-1,776,-4%,-8%,-1%,/
CCN(CC(=O)Nc1ccc2c(c1)OCCO2)S(=O)(=O)c1ccc(F)cc1,/,0%,/,/,0,798,-10%,-5%,-8%,/
CCOC(=O)c1cc(-c2ccccc2)n(CC(=O)NC(C)(C)C)c1C,-0.6%,3%,5%,7%,-2,684,-11%,-1%,-13%,-1.7%
O=C(CSc1ccc2nnc(-c3ccccn3)n2n1)Nc1ccc(F)cc1F,/,-3%,/,/,11,841,5%,-8%,18%,/
Cc1cc(=O)oc2cc(OCC(=O)OCC(=O)Nc3ccc(C(C)C)cc3)ccc12,-1.6%,7%,-6%,15%,-2,698,-11%,4%,10%,-6.3%
Cc1ccc(S(=O)(=O)N2CCOCC2)cc1C(=O)NCCCn1ccnc1,-1.2%,-2%,5%,8%,-2,789,-6%,1%,-1%,-3.9%
CCOC(=O)Oc1ccc2c(=O)c(Oc3cc(C)cc(C)c3)coc2c1,-2.6%,-2%,-11%,1%,/,/,19%,-12%,21%,-6.5%
C=CCOC(=O)c1sc(NC(=O)c2ccco2)nc1C,0.6%,2%,0%,6%,/,/,-77%,-3%,9%,-1.0%
COc1ccc(-c2cc(-c3ccccc3)c(C#N)c(S(C)(=O)=O)n2)cc1,0.5%,1%,-2%,7%,16,771,12%,0%,26%,-3.9%
Cc1oc2c(C)c3oc(=O)c(CC(=O)N[C@@H](CCCNC(N)=O)C(=O)O)c(C)c3cc2c1C,/,17%,/,/,/,/,7%,-5%,30%,/
Cc1nn(C)c(C)c1NC(=O)CN1CCC(O)(c2ccc3c(c2)OCO3)CC1,1.2%,1%,10%,11%,/,/,0%,-3%,-5%,-3.2%
CC1=C(C(=O)OC2CCCCC2)C(c2cccnc2)n2ncnc2N1 (stereo not drawn),-2.7%,2%,15%,1%,-3,740,1%,-3%,-6%,-7.2%
Cc1cccc2nc(Cn3c(=O)n(CCC(=O)NCc4ccco4)c(=O)c4sccc43)cc(=O)n12,2.7%,4%,7%,14%,8,800,16%,-3%,6%,-1.0%
COc1ccc(C2(CNC(=O)c3ccc(OCC(C)C)cc3)CCOCC2)cc1,5.0%,-2%,-2%,-2%,-6,685,30%,4%,0%,-4.8%
O=C(O/N=C(/c1ccccc1)c1ccncc1)c1cccc(F)c1,-0.9%,4%,1%,1%,-3,714,-8%,0%,14%,-2.1%
CCN(CCO)c1ccc(-n2c(N)c(C(=O)OC)c3nc4ccccc4nc32)cc1,-0.3%,4%,12%,7%,/,/,1%,-13%,10%,7.0%
COc1ccc(Cl)cc1N(CC(=O)N1CCCCC1)S(C)(=O)=O,-1.7%,-1%,1%,-8%,-3,627,-2%,-10%,-14%,-5.0%
COc1ccc(-c2nnc(-c3ccc(OCC(C)C)cc3)o2)cc1,-0.5%,1%,7%,3%,/,/,11%,-4%,17%,-5.3%
CC(NC(=O)c1ccco1)C(c1cccs1)N1CCN(c2ccccc2F)CC1 (stereo not drawn),2.8%,-3%,-4%,-10%,0,716,7%,-4%,5%,2.7%
CCCC1(c2ccccc2)NC(=O)N(CC(=O)Nc2cc(C)ccc2OC)C1=O (stereo not drawn),/,0%,/,/,56*,803*,11%,-8%,6%,/
COc1ccc(NC(=O)C2CCN(C(=O)NC3CCCCC3)CC2)c(OC)c1,2.3%,5%,-19%,0%,/,/,-4%,-10%,17%,0.4%
Cc1ccc2oc(=O)n(CCOc3ccccc3C)c2c1,1.8%,-5%,6%,-3%,-10,719,14%,-5%,17%,-2.7%
Cc1ccc2oc3c(c(=O)c2c1)C(c1cccc(Cl)c1)N(CCCN1CCOCC1)C3=O (stereo not drawn),-2.7%,-1%,/,/,6,636,-4%,-4%,-2%,-1.4%
CCOC(=O)c1ccc(NC(=O)CCNS(=O)(=O)c2cc(Br)cnc2N)cc1,/,2%,/,/,0,749,-3%,-9%,9%,/
CCCCN(Cc1cc2cc(OC)ccc2[nH]c1=O)C(=O)c1ccccn1,-1.7%,-4%,4%,10%,12,650,4%,-6%,-25%,-6.7%
COc1cccc(C2C3(C#N)C(N)=NC(OC)(OC)C23C#N)c1 (stereo not drawn),-0.8%,2%,-2%,1%,/,/,23%,-4%,-5%,-3.5%
COCCCNC(=O)CC1Oc2ccccc2NC1=O (stereo not drawn),-2.4%,7%,-2%,1%,-2,626,6%,7%,-9%,-3.8%
CCCCn1nnnc1NCc1ccc(N2CCCC2)cc1,0.7%,-3%,3%,20%,-1,697,9%,6%,-10%,-7.7%

# Molecules listed so far that have a COOH group, in the order listed:
SMILES,ER stress rescue,SIAH1 antagonists,P. falciparum M17LAP,P. falciparum M1AAP,Lipid droplet,Lipid droplet cells 6.5 µM,NOD2 inhibition,LYP inhibition,AID2073,XIAP displacement
CC(C)C[C@H](NC(=O)N1CC(=O)Nc2ccccc21)C(=O)N[C@@H](C(=O)O)c1ccccc1,/,3%,/,/,6,768,8%,-10%,8%,/
Cc1oc2c(C)c3oc(=O)c(CC(=O)N[C@@H](CCCNC(N)=O)C(=O)O)c(C)c3cc2c1C,/,17%,/,/,/,/,7%,-5%,30%,/
